PAX8 inh HTS: PAX8 transcriptional activity inhibition; RMG-I TPO-luciferase reporter, SteadyGlo, 24 h; inhibition, % at 12.6 µM; 1.2% of 360,000 active; AID 652154;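 active means mean replicate inhibition at least 60% with every replicate also reaching 60%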;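 further: luciferase light reporting Pax8 driven TPO promoter activity; plate controls were median of neutral control wells for no effect and mitoxantrone controls for full effect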
EWS-Fli inh: blocks EWS/Fli oncoprotein-driven transcription; inhibition, % at 12.6 µM; 0.67% of 350,000 active; A673 NR0B1-luciferase reporter, viability-normalised; AID 651661;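 active means mean inhibition of at least 50% after viability correction, with every replicate also passing that limit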;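 further: firefly luciferase signal divided by Alamar Blue viability fluorescence both relative to DMSO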
ARNT TACC3 PPI: disruptors of human ARNT/TACC3 interaction. Q9Y6A5. AlphaScreen His-ARNT PAS-B/GST-TACC3 binding, luminescence; TACC3 fragment carries E629A point mutation. inhibition, % at 9.99 µM. 0.66% of 390,000 active. AID 623870;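 active means mean inhibition of replicates at least 50% and at least half of replicates each reaching 50%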;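 further: 0% = complete ARNT plus TACC3 wells and 100% = ARNT alone without TACC3; many hits fall short of the cut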
SIRT5 block: blocks human SIRT5 desuccinylation of peptide. AID 652115. inhibition, % at 15 µM. 1.1% of 330,000 active. Purified SirT5, succinyl-peptide AMC, trypsin-coupled fluorescence. Q9NXA8; in the data active means inhibition above about 15%
Target sequence (Q9NXA8 whole entry, looked up): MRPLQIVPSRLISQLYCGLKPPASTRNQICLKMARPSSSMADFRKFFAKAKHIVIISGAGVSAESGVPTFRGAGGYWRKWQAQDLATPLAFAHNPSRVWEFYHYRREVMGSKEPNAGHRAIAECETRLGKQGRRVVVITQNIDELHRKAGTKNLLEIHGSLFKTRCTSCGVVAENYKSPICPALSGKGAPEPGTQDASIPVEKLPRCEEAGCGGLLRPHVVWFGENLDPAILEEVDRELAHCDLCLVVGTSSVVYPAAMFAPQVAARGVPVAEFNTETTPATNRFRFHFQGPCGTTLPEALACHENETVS
LGR2 antag: Drosophila LGR2 receptor signaling inhibition; HEK293 LGR2, CRE-luciferase, bursicon-stimulated, 4 h; AID 720647; inhibition, % at 9.99 µM; 0.35% of 380,000 active;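 active means drop in luminescence signal, shown as inhibition above about 50% in the replicate tests, limit read from the data, passing the limit was not always enough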;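 further: agonist challenge used bursicon conditioned medium at about half maximal strength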
CASP6 VEID inh: inhibitors of human caspase-6; P55212; purified caspase-6, Z-VEID-R110 cleavage fluorescence; inhibition, % at 12.5 µM; 0.53% of 350,000 active;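 active means mean inhibition across replicates at least about 35%, with every replicate also reaching that limit, limit read from the data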;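 further: 0% = median of neutral control wells and 100% = no fluorescence left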
Target sequence (P55212 24-179 limits assumed): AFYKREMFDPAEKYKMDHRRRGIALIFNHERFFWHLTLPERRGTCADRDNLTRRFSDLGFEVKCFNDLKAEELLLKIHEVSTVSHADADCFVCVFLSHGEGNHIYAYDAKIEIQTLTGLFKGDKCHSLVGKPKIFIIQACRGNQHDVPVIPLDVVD
Target sequence (P55212 194-293 limits assumed): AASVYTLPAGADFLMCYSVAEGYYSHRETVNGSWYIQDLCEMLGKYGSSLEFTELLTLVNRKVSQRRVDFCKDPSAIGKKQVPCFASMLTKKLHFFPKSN
DENV2 CPE: DENV2-induced cell death inhibition; DENV2-infected cells, cytopathic effect rescue, plate reader; CPE inhibition, % at 9.99 µM; 1.7% of 350,000 active; AID 651640; in the data active means CPE inhibition above about 20%, passing the limit was not always enough; tested in BHK-21 cells;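 further: 0% = median of neutral control wells and 100% = median of positive control wells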
Active calls of the source: *; . = no result given; & = joins results of further samples. Hits appear at their usual frequency, and some 4.9% of all compounds hit somewhere here.

Sample of the layout, 5 compounds:
Results follow in this order: PAX8 inh HTS	EWS-Fli inh	ARNT TACC3 PPI	SIRT5 block	LGR2 antag	CASP6 VEID inh	DENV2 CPE
COc1ccc2c3c([nH]c2c1)[C@@H](CO)N(Cc1nccs1)CC31CCN(C(=O)C2CCC2)CC1
    -17	-7	.	-3	-8	-2	3
Cc1nc(N2CCOCC2)nc(N2CCCCC2C)c1[N+](=O)[O-] (stereo not given)
    -1	10	9	-2	1	-3	6
COc1ccc(C2SCCN2C(=O)c2ccc([N+](=O)[O-])cc2)cc1 (stereo not given)
    -6	8	0	.	24	4	-1
COc1ccc2c3c(n(C)c2c1)[C@H](CO)N(Cc1ccccc1OC)CC31CCN(CC2CCOCC2)CC1
    .	7	.	-2	6	2	0
C=CCNC(=O)C(=O)Nc1ccc2c(c1)N(S(=O)(=O)c1cccs1)CCC2
    20	4	3	-2	-2	-4	0

All compounds of this part, previewed entries included:
Results follow in this order: PAX8 inh HTS	EWS-Fli inh	ARNT TACC3 PPI	SIRT5 block	LGR2 antag	CASP6 VEID inh	DENV2 CPE
COc1ccc2c3c([nH]c2c1)[C@@H](CO)N(Cc1nccs1)CC31CCN(C(=O)C2CCC2)CC1
    -17	-7	.	-3	-8	-2	3
Cc1nc(N2CCOCC2)nc(N2CCCCC2C)c1[N+](=O)[O-] (stereo not given)
    -1	10	9	-2	1	-3	6
COc1ccc(C2SCCN2C(=O)c2ccc([N+](=O)[O-])cc2)cc1 (stereo not given)
    -6	8	0	.	24	4	-1
COc1ccc2c3c(n(C)c2c1)[C@H](CO)N(Cc1ccccc1OC)CC31CCN(CC2CCOCC2)CC1
    .	7	.	-2	6	2	0
C=CCNC(=O)C(=O)Nc1ccc2c(c1)N(S(=O)(=O)c1cccs1)CCC2
    20	4	3	-2	-2	-4	0
O=C(Nc1ccccc1)c1cccnc1N1CCOCC1
    .	.	-4	-2	-10	-1	.
CN(CCc1cn[nH]c1)Cc1nc(C(c2ccccc2)c2ccccc2)no1
    144*	8	-2	0	-17	3	-1
CN1C(=O)S/C(=C\c2ccc(-n3cncn3)cc2)C1=O
    -2	-22	16	3	-39	1	.
COc1ccc(-c2csc3ncnc(N4CCN(c5ccccc5)CC4)c23)cc1
    3	0	2	3	32	-2	-7
CCOC(=O)C1(CCOC)CCN(Cc2ccc3nonc3c2)CC1
    40	8	-4	-1	9	-1	-1
COc1cc2[nH]cc(C(=O)NCc3ccccc3)c(=O)c2cc1OC
    30	15	7	-2	-2	-1	-2
COc1ccc(NC(=O)N(C)C[C@@H]2Oc3cc(C#CCC(C)C)ccc3S(=O)(=O)N([C@H](C)CO)C[C@H]2C)cc1
    -10	3	.	25*	17	.	-6
Cc1noc(C)c1NC(=O)Nc1ccc2c(c1)CC(=O)N([C@@H](C)CO)C[C@@H](C)[C@@H](CN(C)C(=O)Nc1ccc3c(c1)OCO3)O2
    1	3	4	.	5	-3	-1
O=C(O)c1ccc(-c2nc(-c3ccccc3)cs2)cc1
    -109	-48	-1	0	-73	2	-3
C[C@H](CO)N1C[C@H](C)[C@H](CN(C)C(=O)Nc2cc(F)ccc2F)Oc2ncc(-c3cccc(F)c3)cc2C1=O
    .	3	8	-2	-3	3	1
C[C@H]1CN([C@@H](C)CO)C(=O)Cc2cc(NC(=O)CCCCCC(=O)Nc3ccccc3N)ccc2O[C@@H]1CN(C)C
    -23	.	-23	.	6	-2	-8
O=C(NC1CCN(Cc2ccc(F)cc2)CC1)c1ccccc1
    8	-3	14	-2	9	-1	-1
C[C@H]1CN([C@@H](C)CO)C(=O)c2cccc(NC(=O)c3ccc(-c4nccs4)cc3)c2O[C@H]1CN(C)S(=O)(=O)c1ccc(F)cc1
    .	2	-2	-2	16	-1	1
Cc1c(C(=O)NCc2ccc3c(c2)cc(C)n3C)cccc1[N+](=O)[O-]
    .	-1	-3	-1	8	1	-3
C=CCN1CC(COCc2ccccc2)OCCS1(=O)=O (stereo not given)
    5	-5	.	.	-22	-3	6

Next structures:
Results follow in this order: PAX8 inh HTS	EWS-Fli inh	ARNT TACC3 PPI	SIRT5 block	LGR2 antag	CASP6 VEID inh	DENV2 CPE
CCCOC1CCCN(Cc2nc(-c3cnccn3)no2)C1 (stereo not given)
    6	-9	-10	-4	7	-6	-1
O=C(CCc1nnc(CCCCc2ccccc2)o1)NC(c1cccnc1)C(F)(F)F (stereo not given)
    13	-6	5	-2	11	2	10
N#Cc1ccc(NC(=S)N2CCC3CC2c2cc(-c4ccc5c(c4)OCO5)ccc23)cc1 (stereo not given)
    -16	-14	.	-3	18	-1	3
NC(=O)[C@@H]1[C@H]2C(=O)O[C@H](c3ccccc3)[C@H](c3ccccc3)N2[C@H](c2ccc(OCCO)cc2)[C@@]12C(=O)Nc1ccccc12
    .	-1	14	-3	.	0	-4
CC1O[C@@H](OC2C(O)C(C)O[C@H](OC(=O)[C@]34CCC(C)(C)C[C@H]3C3=CCC5[C@@]6(C)CC(O)C(O[C@@H]7OC(CO)C(O)[C@@H](O)[C@@H]7O)[C@@](C)(C(=O)O)C6CC[C@@]5(C)[C@]3(CO)CC4)C2O[C@H]2OC(C)[C@@H](O[C@@H]3OCC(O[C@@H]4OC(CO)C(O)[C@H](O)C4O)[C@@H](O)[C@@H]3O)[C@H](O)C2O)C(O)C(O)C1O (stereo not given in full)
    7	-2	-6	-7	9	4	6
Cc1ccccc1CN1CCc2cc([N+](=O)[O-])ccc21
    -4	10	-41	-4	-12	5	-4
CC(C)(C)OC(=O)C[C@H]1C/C=C\C[C@H](CC(=O)NCCO)C(=O)N[C@@H](c2ccccc2)COC1=O
    -15	-13	-4	.	19	4	9
C/C=C/c1ccc([C@@H]2[C@@H](CO)N(C(=O)NCCC)[C@H]2CNC(=O)C2CC2)cc1
    -5	0	-1	.	-5	.	-6
CCOc1cccc(-c2c(C(=O)N/N=C(\C)c3ccccn3)nnn2-c2nonc2N)c1
    69*	.	92*	-5	35	9	0
CCCN(CCC)C(=S)NC1CC2C=CC1C2 (stereo not given)
    1	-1	-1	9	-5	-8	17
COc1ccc(COC(=O)C2CCN(S(=O)(=O)c3cccs3)CC2)cc1
    -2	-1	.	-3	-8	-2	1
C[C@@H]1CN([C@@H](C)CO)S(=O)(=O)c2ccc(C#CC(C)(C)O)cc2O[C@H]1CN(C)C(=O)C1CCC1
    .	3	0	-2	-10	-6	.
O=C1CN(S(=O)(=O)Cc2ccccc2)C[C@@H]2[C@@H](c3ccc(C#Cc4ccccc4)cc3)[C@@H](CO)N12
    .	5	.	-1	2	2	-4
O=C(C[C@H]1C[C@H]2c3cc(NC(=O)CC4CC4)ccc3O[C@H]2[C@H](CO)O1)NCc1ccccc1F
    1&-20	3	.	0&-2	16	4&0	-4&17
Nc1cccc2c1nnn2C1OC(CO)C(O)C(O)C1O (stereo not given)
    8	-6	-7	.	1	1	1
CCN(CC)c1ccc(S(=O)(=O)N2CCCCC2)cc1NC(=O)C1CCC1
    -10	-3	-15	-2	2	-5	9
CC(C)c1cn(CC[C@@H]2CC[C@H](NC(=O)C3CCC3)[C@H](CO)O2)nn1
    5	1	1	3	1	0	0
Cc1ccc(NC(=O)C(=O)NCc2ccc(/C=C(/C#N)C(=O)NCc3cccnc3)o2)cc1C
    -10	.	2	.	3	.	.
CC=Cc1ccc2n(c1=O)C[C@@H]1[C@@H](CO)[C@H](C(=O)NCc3ccc(F)cc3)N(C)[C@H]21 (mixture of isomers)
    -9	3	2	6	6	3	1
CC(=O)N1N=C(c2ccccc2)CC1c1cccs1 (stereo not given)
    18	8	.	-1	-30	-2	-3

Additional records
SMILES | PAX8 inh HTS | EWS-Fli inh | ARNT TACC3 PPI | SIRT5 block | LGR2 antag | CASP6 VEID inh | DENV2 CPE
COc1ccc(NC(=O)c2ccc(NC(=O)CSc3nccc(=O)[nH]3)cc2)cc1 | -66 | 9 | -6 | -1 | -6 | 1 | 8
CCOC(=O)c1c(C)nn(-c2ccc(NC(=O)/C=C/C(=O)O)cc2)c1C | 18 | 48 | -1 | 1 | . | 0 | -5
C[C@@H]1CN([C@H](C)CO)C(=O)c2cc(C#CCN(C)C)cnc2O[C@H]1CN(C)C(=O)NC1CCCC1 | -27 | -6 | -8 | 4 | 8 | -6 | 1
CC1(C)CC2CC(C)(CN2C(=O)c2ccc([N+](=O)[O-])cc2)C1 (stereo not given) | -1 | -5 | -6 | 21* | 15 | 8 | -2
COCCCNC(=O)CN1C(=O)/C(=C/c2ccccc2C)Sc2ccccc21 | 19 | -7 | 3 | -4 | -10 | 1 | -2
CN1C2=CC=CC=CC2=[N+](C)C12C=CC(=[N+]([O-])[O-])C=C2[N+](=O)[O-] (stereo not given) | 30 | -28 | -7 | 2 | 12 | 1 | 0
COc1cccc(C(=O)Nc2ccc3c(c2)OC[C@@H](C)N(C(=O)C2CCOCC2)C[C@@H](C)[C@H](OC)CN(C)C3=O)c1 | 7 | 4 | 4 | . | -3 | 0 | -1
COCCN(C(=O)C1CCCO1)c1c(N)n(CC(C)C)c(=O)[nH]c1=O (stereo not given) | -7 | -5 | -1 | -2 | -5 | 4 | 18
C[C@@H]1CN([C@@H](C)CO)C(=O)Cc2cc(NS(=O)(=O)c3ccccc3)ccc2O[C@H]1CN(C)Cc1ccc(Cl)c(Cl)c1 | 114* | 2 | 19 | 20* | 21 | -1 | -7
O=[N+]([O-])c1nn(-c2ccc(Cl)cc2)n(O)c1=NCc1ccncc1 | -31 | -7 | 6 | -3 | -8 | 0 | -3
Cc1nc2sccn2c(=O)c1S(=O)(=O)Nc1ccc(N2CCN(C(=O)C(C)C)CC2)cc1 | 31 | 14 | -2 | . | 14 | 3 | -5
Fc1ccc(Nc2nnc(-c3ccncc3)s2)cc1Cl | -82 | -97 | . | 0 | -81 | -5 | -10

Next structures
SMILES | PAX8 inh HTS | EWS-Fli inh | ARNT TACC3 PPI | SIRT5 block | LGR2 antag | CASP6 VEID inh | DENV2 CPE
COc1ccc(C(=O)N2CCN(S(=O)(=O)c3ccc(C)cc3C)CC2)cc1OC | 8 | 14 | -5 | -2 | -19 | 0 | 13
Cc1ccc(NC(=O)OC[C@@H]2CSCCS(=O)(=O)N2)cc1 | -58 | -17 | . | -4 | -48 | 1 | -12
COCCOc1ccc(C(F)(F)F)cc1NC(=O)c1ccc(C(F)(F)F)cc1 | -13 | -16 | 21 | -5 | 2 | -3 | 3
O=C(Cc1cccnc1)N1CC2(C1)[C@H](c1ccccc1)[C@H](CO)N2C(=O)C1CCOCC1 | -4 | 1 | . | 1 | -8 | -2 | 4
